# ST2 IL33 inh: blocks human ST2 binding to IL-33. Q01638. actives 2.3% (n = 78,000). inhibition, % for hits at 17 µM. AlphaLISA ST2-Fc/biotin-IL-33 interaction, 1 h; in the data active = inhibition above about 30%; inconclusive = mostly about 10% to 28%
# Target sequence (Q01638 whole entry, looked up): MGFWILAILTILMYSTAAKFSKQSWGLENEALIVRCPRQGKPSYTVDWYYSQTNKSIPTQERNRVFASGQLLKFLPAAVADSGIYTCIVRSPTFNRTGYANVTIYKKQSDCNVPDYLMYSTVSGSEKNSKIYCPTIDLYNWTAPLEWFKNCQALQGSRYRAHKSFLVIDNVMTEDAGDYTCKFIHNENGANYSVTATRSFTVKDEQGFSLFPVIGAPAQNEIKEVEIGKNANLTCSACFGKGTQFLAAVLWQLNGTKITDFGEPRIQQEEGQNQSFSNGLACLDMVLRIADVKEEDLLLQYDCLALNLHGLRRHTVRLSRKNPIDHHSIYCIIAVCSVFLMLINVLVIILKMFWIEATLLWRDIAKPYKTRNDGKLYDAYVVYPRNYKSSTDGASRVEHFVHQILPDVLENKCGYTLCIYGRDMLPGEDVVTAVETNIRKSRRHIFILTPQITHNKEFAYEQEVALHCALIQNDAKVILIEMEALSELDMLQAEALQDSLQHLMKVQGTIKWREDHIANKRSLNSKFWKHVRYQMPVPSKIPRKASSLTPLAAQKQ
# Active calls of the source: *; i = inactive; ? = inconclusive. An excerpt; the hit share may differ from the screen's.
structure	ST2 IL33 inh
COc1cc(Br)c(Br)c(C=Nc2cc(C)ccc2O)c1O	i
Cc1ccc(-c2noc(CCC(=O)N3CCN(c4ccccn4)CC3)n2)cc1	?
Cc1ccc(-n2c(C)nc3c(cnn3-c3ccccc3Cl)c2=O)cc1	i
Cc1nn(Cc2c(Cl)cccc2Cl)c(C)c1NC(=O)c1cc(-c2ccco2)on1	i
CCCCN1C(=O)S/C(=C\c2cc(C)n(C)c2C)C1=O	39%*
COc1ccc(-c2cc(C(=O)NCCCn3ccnc3)no2)cc1	i
Cc1ccc(C2CC(=O)CC(c3ccccc3)S2)cc1 (stereo not given)	?
COc1cc2c(cc1OC)CN(C(=O)c1cn(CCCc3ccccc3)nn1)CC2	i
O=C(O)c1cc2c3c(c1)C1C=CCC1C(c1cccc([N+](=O)[O-])c1)N3CC1CC=CC21 (stereo not given)	40%*
Cc1ccc(Cc2c(C)nc3nc(SCC(=O)NCCN4CCCCC4C)nn3c2C)cc1 (stereo not given)	i

# Further records:
structure	ST2 IL33 inh
Cc1nc(CCNC2CCC3(CCNCC3)CC2)nc2c1CCCC2	i
Cc1cc(C)n(CCCNC(=O)c2oc3c(C)c(C)ccc3c2C)n1	?
COC(=O)c1c(C)oc2cc(Br)c(OC(=O)c3ccco3)cc12	i
Cc1ccc(-c2nc3sccn3c2CN2CCN3C(=O)CNC(=O)C3C2)cc1 (stereo not given)	i
CCOc1ccccc1NC(=O)CC(=O)N1[C@H](C)CCC[C@@H]1C	i
CCOc1ccc(Sc2cc(C(=O)NCC3CCCO3)c3ccccc3n2)cc1 (stereo not given)	i
CCC1=C(c2ccc(OC)cc2)S(=O)(=O)N(CC(=O)Nc2ccc(C)c(Cl)c2)C1=O	i
CC(C)NC(=O)NC[C@H]1O[C@@H](CO)[C@@H](O)[C@H]1N1CCN(c2cccc(C(F)(F)F)c2)CC1	44%*
COc1ccccc1N1CCN(C(=O)c2ccc3nc4ccccc4c(=O)n3c2)CC1	i
CCOC(=O)c1nn(CCC(F)(F)F)c2c1CN(C(=O)c1cncs1)CC2	i

# Continued:
structure	ST2 IL33 inh
CN(C(=O)c1ccccc1-c1ncc[nH]1)C1Cc2ccccc2C1	i
CSc1nnc2c(n1)OC(c1ccco1)N(C(=O)c1ccccc1)c1ccccc1-2 (stereo not given)	i
O=C(c1ccccc1)N1CCN=C1SCc1c(F)cccc1Cl	i
CCOc1ccc(OCC)c(NC(=O)CNS(=O)(=O)c2cccs2)c1	i
CC(=O)Nc1ccc(-c2cnc(-c3ccc(NC(C)=O)cc3)nc2)cc1	?
CC(C)n1cc(C(=O)N2CCCC(c3n[nH]c(=O)n3-c3ccccc3)C2)cn1 (stereo not given)	i
CC(NC1CCC2(CCNCC2)CC1)c1ccc(S(C)(=O)=O)cc1 (stereo not given)	i
COc1cc2nc(N3CCN(C(=O)c4ccco4)CC3)nc(N)c2cc1OC	i
CCOc1ccc2nc(C)cc(Nc3ccccc3OCC)c2c1	i
Cc1cc(=O)n2nc(-c3ccccc3)sc2n1	i

# Following part.
structure	ST2 IL33 inh
CN1C[C@@H](NC(=O)c2cccs2)C[C@H]1c1nc(-c2ccc(F)cc2)no1	?
CC(C)C(NC(=O)c1ccc(O)cc1)C(=O)N1CCCC1C(=O)Nc1c(O)cccc1C(=O)O (stereo not given)	i
CCc1c(C)nc2ncnn2c1Sc1ccccc1NC(=O)Nc1ccc(Br)c(C)c1	i
Cc1ccc(-c2csc(N)n2)cc1	?
O=S(=O)(NC[C@H]1O[C@@H](CO)[C@@H](O)[C@H]1N1CCOCC1)c1ccccc1	i
O=C(COc1ccc([N+](=O)[O-])cc1)Nc1sc2c(c1C(=O)NCc1ccco1)CCCC2	i
O=C(NCc1ccco1)c1ccc(Br)o1	i
Cc1nn(C(=O)COc2ccc(Cl)cc2)c(C)c1Sc1ccccc1[N+](=O)[O-]	?
Cc1cc(NC(=O)COc2ccccc2)nc2c1c(=O)oc1ccccc12	i
CCCCN(CC)C(=O)c1cc2c(=O)n3cccc(C)c3nc2n1C	?

# (listing goes on)
structure	ST2 IL33 inh
COc1ccc(C2C(C#N)=C(N)Oc3cc(C)oc(=O)c32)cc1 (stereo not given)	i
COc1ccc(CNCc2ccccn2)cc1OC	i
COCC1(C(=O)N(C)Cc2cc(-c3cccs3)n[nH]2)CCC1	i
COc1ccc(C2CC(c3ccccc3)=NN2C(=O)c2ccccc2)cc1 (stereo not given)	i
c1csc(C2CCCN2c2nc3nonc3nc2N2CCSCC2)n1 (stereo not given)	i
N#CC1=C(N)c2ccccc2CC12CCCCC2	?
N#Cc1c(NC(=O)CCc2ccccc2)sc2c1CCCC2	?
CCSc1nc(-c2ccccc2)ccc1C#N	i
CN(C)CC1(O)CCN(C(=O)c2cn3cc(Cl)cnc3n2)C1 (stereo not given)	i
CCN(CC)c1ccc(C(=O)O)cc1[N+](=O)[O-]	i

# New compounds follow.
structure	ST2 IL33 inh
COc1ccc(C(=O)Nc2ccc3nn(-c4ccc(Cl)cc4)nc3c2)cc1	37%*
O=C(Nc1cccc2nccnc12)c1ccccc1	i
CCSc1nnc2c(n1)OC(c1cc(OC)ccc1OC)Nc1ccccc1-2 (stereo not given)	i
CSc1nnc2c(n1)OC1(Nc3ccccc3-2)C(=O)Nc2ccc(Br)cc21 (stereo not given)	i
CC(=O)c1ccc(N=c2oc3ccc(Br)cc3cc2C(N)=O)cc1	?
O=C1CSC(=Nc2cccc(C(=O)O)c2)N1	i
CCCN1CCC(NC2c3ccccc3-c3ccccc32)CC1	i
COC(=O)c1cccc(-c2cccc(C(F)(F)F)n2)c1	?
COCCn1c(C)cc(C(=O)CSc2nnc3sc4ccccc4n23)c1C	i
Cc1nc(SCC(=O)c2ccc(Cl)cc2)c(C#N)c(C)c1C	i

# (listing goes on)
structure	ST2 IL33 inh
O=C(COc1ccc([N+](=O)[O-])cc1)Nc1ccc(F)cc1	?
Cc1cccnc1NC(=O)c1ccc2nc(N)sc2c1	i
CN1CCN([C@H]2CN(Cc3cc(C(C)(C)C)ccc3O)C[C@@H]2O)CC1	i
CC1CC(=O)N(CC(=O)Nc2ccc(F)cc2F)c2ccccc2S1 (stereo not given)	i
O=C(CN1C(=O)c2ccccc2C1=O)Nc1ccc(F)cc1Cl	i
C=CCSc1nnc2c(n1)OC(C)(C)Nc1ccc(Br)cc1-2	?
CCC(=O)Nc1ccc(C)cc1-c1c(Cl)cccc1OC	?
O=C1C=C(Cl)C2=CC(Cl)=C3C(=O)C=C(Cl)C4=CC(Cl)=C1C2C43 (stereo not given)	i
Cc1cccc(C(C(=O)NCc2nnc3n2CCCCC3)N(C)C)c1 (stereo not given)	i
Cc1nc2c(ccc3nc(NC(=O)c4ccccc4)sc32)s1	i

# (list continues)
structure	ST2 IL33 inh
Cc1cccc(NC(=O)NCCc2nc3cccnc3n2C2CCCCC2)c1C	i
Cc1oc(C(C)C)cc1C(=O)N1CCC2(CN(C)C(=O)O2)C1 (stereo not given)	i
Cn1c(=O)c2c(ncn2CC(=O)NCc2ccc3c(c2)OCO3)n(C)c1=O	i
O=C(O)CC12CSc3[nH]c(=O)sc3C1c1ccccc1OC2=O (stereo not given)	i
Cc1cc2c(c(C)c1Cl)CN(Cc1ccc3c(c1)OCO3)CO2	?
Cc1ccc(C(=O)CN2C3=NCCN3c3ccccc32)cc1	i
Cc1nn(Cc2c(Cl)cccc2Cl)c(C)c1NC(=O)CCCn1nc([N+](=O)[O-])cc1C	i
COc1ccc(NC(=O)c2cn(C)c(=O)c3cc(OC)c(OC)cc23)c(OC)c1	i
O=C(N[C@H]1CCN2C(=O)c3cc(-c4ccccc4)ccc3NC(=O)[C@H]12)C1CCCC1	?
O=C(CC1(O)C(=O)N(Cc2ccc(Cl)cc2)c2ccccc21)c1ccccc1O (stereo not given)	i

# 3 records picked at random from those above:
structure	ST2 IL33 inh
Cc1ccc(C(=O)CN2C3=NCCN3c3ccccc32)cc1	i
Cc1cccc(NC(=O)NCCc2nc3cccnc3n2C2CCCCC2)c1C	i
O=C(N[C@H]1CCN2C(=O)c3cc(-c4ccccc4)ccc3NC(=O)[C@H]12)C1CCCC1	?

# (listing goes on)
structure	ST2 IL33 inh
CCN(c1cccc(C)c1)c1ncnc2c1cnn2-c1ccccc1	?
Cc1cc(C)n(CCCNC(=O)c2cn(CC3CCCNC3)nn2)n1 (stereo not given)	i
CCOc1ccc(NC(N)=Nc2nc(C)c(C)c(=O)[nH]2)cc1	i
C/C(=C\CCC(C)C1CC(O)C2(C)C3CCC4C(C)(C)C(OC5OCC(O)C(O)C5O)CCC45CC35CC(O)C12C)C(=O)O (stereo not given)	?
O=C(Nc1nnc(-c2ccccc2F)s1)c1ccccc1F	i
C=CCN(CC=C)S(=O)(=O)c1ccc(C(=O)Nc2nc3c(s2)C(=O)CC(C)(C)C3)cc1	i
CN(Cc1ccccc1)C(=O)Cc1c(C(=O)O)[nH]c2ccc(Cl)cc12	i
COc1cc(C)ccc1OCCCOc1ccc(C=O)cc1	i
COc1ccc(S(=O)(=O)N2CCN(C(=O)c3cccc([N+](=O)[O-])c3)CC2)cc1	i
Clc1ccccc1N1CCN(c2ncnc3nc[nH]c23)CC1	i

# Carrying on:
structure	ST2 IL33 inh
CCC(=O)N1c2ccccc2NC2=C(C(=O)CC(C)(C)C2)C1c1ccccn1 (stereo not given)	?
CCOC(=O)c1cc(C(=O)OCC)c(N)s1	i
CN1C[C@@H](NC(=O)Nc2cccc(F)c2)C[C@H]1c1nc(-c2cccnc2)no1	i
CCOCCCNC(=O)c1cccn1-c1nnc(N2CCCCC2)s1	i
CCOc1ccccc1NC(C)=O	i
O=c1c(CN(Cc2ccccn2)CC2CCCO2)coc2ccccc12 (stereo not given)	?
Cc1onc(-c2ccccc2Cl)c1C(=O)N1CCOCC1	?
O=C(NC1CC(=O)N(c2ccccc2)C1)c1ccc(S(=O)(=O)N2CCOCC2)cc1 (stereo not given)	?
O=C(C1CCOC1)N(Cc1cccnc1)CC1CCN(C2CCCC2)CC1 (stereo not given)	i
COCCOC(=O)C1=C(C)NC2=C(C(=O)C(C(=O)OC)C(C)C2)C1c1ccc(Cl)cc1 (stereo not given)	i

# (list continues)
structure	ST2 IL33 inh
CCNC(=O)N[C@H]1CC[C@]2(C)CC[C@@H]([C@H](C)C(=O)NCc3cccs3)[C@H](O)[C@H]2[C@@H]1C	i
CCOC(=O)c1[nH]c2ccc(F)cc2c1N=CN(C)C	?
CC(C)Cc1cc(C(=O)NC2CCCC2)no1	i
COc1ccc(N(C(=O)c2c(F)cccc2Cl)C2C=CS(=O)(=O)C2)c(OC)c1 (stereo not given)	?
COc1cc(C(=O)Nc2nccs2)cc(OC)c1OC	i
Cc1ccc(O)c(CCc2ccccc2)n1	i
Cc1ccc(-n2cnc(N)c2C(=O)c2ccc(Br)cc2)cc1	i
Cc1ccc(NC(=O)Cn2c(=O)n(-c3ccc(F)cc3)c(=O)c3sccc32)cc1	i
CCn1cc(CNC(=O)CC2C(=O)NCCN2Cc2ccc(-c3ccccc3)cc2)cn1 (stereo not given)	?
O=C1CC(N2CCCCC2)C(=O)N1c1cccc(Cl)c1 (stereo not given)	i

# A draw from above in order of heavy-atom count, low to high:
structure	ST2 IL33 inh
CC(C)Cc1cc(C(=O)NC2CCCC2)no1	i
CCOC(=O)c1[nH]c2ccc(F)cc2c1N=CN(C)C	?
Cc1ccc(-n2cnc(N)c2C(=O)c2ccc(Br)cc2)cc1	i
COCCn1c(C)cc(C(=O)CSc2nnc3sc4ccccc4n23)c1C	i
Cc1ccc(-c2noc(CCC(=O)N3CCN(c4ccccn4)CC3)n2)cc1	?

# Later entries
structure	ST2 IL33 inh
COc1ccc(NC(=O)N2CCCC(Nc3ccc(C)c(C)c3)C2)c(OC)c1 (stereo not given)	?
COc1ccc2nc3sc(C(=O)N(C)Cc4ccccc4)cc3cc2c1	i
O=C(NCc1cccs1)c1ccc2c(c1)N(Cc1ccccc1Cl)C(=O)CS2	i
Clc1ccc2c(c1)C1CC(c3ccccc3)=NN1CO2 (stereo not given)	i
OCC(Br)C12CC3CC(CC(C3)C1)C2 (stereo not given)	i
C=CCc1ccccc1OCC(N)=O	?
Cc1cc(NC(=O)c2cc(C)on2)n(-c2ccccc2)n1	i
Cc1ccc(C)c(-c2cn3c(C(=O)N(C)Cc4nc(C)no4)csc3n2)c1	?
CC(=O)Nc1ccc(S(=O)(=O)Nc2ccc(CSc3ccccc3)cc2C)cc1	i
O=C(O)c1ccncc1-c1nc2ccccc2s1	i

# The list continues.
structure	ST2 IL33 inh
CCSc1nc(CC(=O)N(C)CCc2scnc2C)cs1	i
O=C(CSC1=Nc2ccccc2C2=NC(c3ccccc3)C(=O)N12)Nc1cccc(Cl)c1 (stereo not given)	i
CC1CC(C)CN(S(=O)(=O)c2ccc(C(=O)Nc3sc4c(c3C#N)CCCCC4)cc2)C1 (stereo not given)	i
Cc1nc(CCNC(=O)c2ccc(=O)n(C)c2)sc1C	?
CCOC(=O)CNC(=O)c1sc2ncnc(N3CCCCC3C)c2c1C (stereo not given)	i
N#Cc1c(-c2ccco2)cc(C2CC2)nc1SCC(=O)c1ccccc1	i
Cc1cc(=O)[nH]c(SCc2nc3ncccn3c2Br)n1	i
O=C(NC1CC1)c1ccc(CSCc2ccccc2Cl)o1	i
CN1CCN(c2nc3c(c(=O)n(C)c(=O)n3C)n2Cc2ccccc2Br)CC1	i
CC(C)OC(=O)c1sc2nc(N3CCOCC3)c3c(c2c1N)CC(C)(C)OC3	?

# The list goes on:
structure	ST2 IL33 inh
COC(=O)[C@@H]1C[C@@H](NC(=O)c2cn3c4c(cccc4c2=O)CC3)CN1C	?
Cc1cc(NC(=O)c2ccccc2[N+](=O)[O-])ccc1NC(=O)c1cc2ccccc2o1	?
Clc1ccc(OCCOCCN2CCOCC2)c(Br)c1	i
O=C(CS(=O)(=O)c1cccc2nsnc12)Nc1ccc(F)cc1Cl	i
CCn1cc(CN2CCCC(CCC(=O)N3CCN(Cc4ccccc4)CC3)C2)c(C)n1 (stereo not given)	?
CC(=O)c1c(C)nc(-c2ccccc2)nc1N	?

# Compound activity (PubChem BioAssay)
